Cycloheximide cs: Cycloheximide Counterscreen for Small Molecule Inhibitors of Shiga Toxin. cell reporter, cycloheximide protein synthesis inhibition counterscreen. max response, %. hit rate 12% among 300,000. AID 2314, 2010; in the data active = max response mostly above about 13%, no sharp cut-off; inactive = mostly below about 14%; also: read at 38.3 µM for the half of the compounds with a filed dose; 0% is about no effect
Sm TGR inh: qHTS Assay for the Inhibitors of Schistosoma Mansoni Peroxiredoxins. Schistosoma mansoni thioredoxin glutathione reductase (TGR), Q962Y6. purified TGR, DTNB reduction, TNB absorbance 405 nm. Potency, µM (top dose mostly 114 µM), inactives show at the top dose activity change, negative = inhibition, most hits filed as inhibitors. hit rate 3% among 360,000. AID 485364, 2010; also: potency is read from the fitted curve at half-maximal effect; % is scaled to controls: 0 for no effect and ±100 for the full control effect; nearly all actives have a fitted effect of over 60% in size
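TGR 20 nM + NADPH 100 uM (dispensed conc.), cpd preinc 15 min RT; start with NADPH (500 uM addition) then DTNB (15 mM addition). Kinetic TNB absorbance, 405 nm filter. Four-parameter Hill fit across titration.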
Pf growth 96h: Primary qHTS for delayed death inhibitors of the malarial parasite plastid, 96 hour incubation; hit rate 6.9% among 320,000; P. falciparum luciferase reporter growth, 96 h; Potency, µM (highest dose often 28.7 µM), inactives show at the highest dose activity change, negative = inhibition, most hits filed as inhibitors; also: potency is read from the fitted curve at half-maximal effect; % is scaled to controls: 0 for no effect and ±100 for the full control effect
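Cell-based qHTS: luciferase-tagged P. falciparum in erythrocytes (2% hematocrit, 0.05% parasitemia final) incubated with compounds for 96 hours, 37 C, 5% CO2; luciferase detection reagent then added and luminescence measured.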
Pf growth 48h: Primary qHTS for delayed death inhibitors of the malarial parasite plastid, 48 hour incubation. P. falciparum luciferase growth in erythrocytes, 48 h. Potency, µM (doses to about 28.7 µM), without a hit: at the highest dose activity change, negative = inhibition, usual class: inhibitors. hit rate 5.9% among 310,000; also: potency is read from the fitted curve at half-maximal effect; % is scaled to controls: 0 for no effect and ±100 for the full control effect
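Erythrocytes infected with P. falciparum carrying an integrated firefly luciferase reporter (2% hematocrit, 0.1% parasitemia final) were exposed to compounds in RPMI 1640 with 0.5% Albumax at 37 C, 5% CO2. Growth inhibition was scored as reduced luminescence.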
FBPA Giardia inh: qHTS Assay for Inhibitors of Fructose-1,6-bisphosphate Aldolase from Giardia Lamblia | AID 2451, 2010 | purified Giardia FBPA | hit rate 0.71% among 290,000 | Potency, µM (series often up to 59.6 µM), inactives show at the top dose activity, negative = inhibition, most hits filed as inhibitors | A8B2U2; also: potency is read from the fitted curve at half-maximal effect; % is scaled to controls: 0 for no effect and ±100 for the full control effect; nearly all actives have a fitted effect of over 55% in size
Target sequence (A8B2U2 whole entry, looked up): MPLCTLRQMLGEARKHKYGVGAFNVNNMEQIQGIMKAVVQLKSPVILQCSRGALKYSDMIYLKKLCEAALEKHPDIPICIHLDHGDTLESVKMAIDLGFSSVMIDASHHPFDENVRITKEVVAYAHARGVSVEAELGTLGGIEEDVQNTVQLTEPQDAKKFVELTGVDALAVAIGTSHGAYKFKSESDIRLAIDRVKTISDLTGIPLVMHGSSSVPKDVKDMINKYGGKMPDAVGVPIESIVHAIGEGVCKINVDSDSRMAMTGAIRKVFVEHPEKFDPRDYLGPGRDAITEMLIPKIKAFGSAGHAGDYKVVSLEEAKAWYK
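40 nM FBPA preincubated 10 min at RT with compound (up to 57.5 uM final), then substrate plus GAPDH/TPI/NAD/arsenate coupling and diaphorase/resazurin added. Fluorescence read after 20 min at RT, 525/598 nm.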
Shiga inhibitor: A qHTS for Small Molecule Inhibitors of Shiga Toxin. Vero cells, Shiga toxin protein synthesis inhibition reporter. AID 2315, 2010. inhibition, % at 38.7 µM. hit rate 9.2% among 290,000; in the data active = inhibition mostly above about 28%, no sharp cut-off; inactive = mostly below about 43%; also: 0% is about no effect
Active calls of the source: *; ? = inconclusive; · = not tested or not shown; [ ] = dose if it differs, or a comment. Unless noted, calls follow the shape of the dose curve; as a rule, active = well fitted curve in the direction sought with a large enough effect; inconclusive = small, poorly fitted or top-dose-only effect, or another doubt; inactive = no such curve, though single readings can be large; an effect the other way counts as inactive or inconclusive.

item	structure	Cycloheximide cs	Sm TGR inh	Pf growth 96h
1	OC[C@H]1O[C@@H](n2cnc3c(Nc4ccccc4)ncnc32)[C@H](O)[C@@H]1O	27	9%	-10%
2	O=C(NCC1CCCO1)c1ccc2c(=O)n(CC3CCCO3)c(SCC(=O)N3CCCC3)nc2c1 (configuration not stated)	6	-8%	?
3	O=S1(=O)CC=C(CSc2nc3ccccc3[nH]2)C1	-2	2%	?
4	COC(=O)c1ccc(N2CN=C(c3ccc(C)cc3)NC2=S)cc1	10	1%	31%[activator]
5	CCc1ccc(NC(=O)C(C)Oc2nnc(-c3cccs3)c(-c3cccs3)n2)cc1 (configuration not stated)	1	3%	·
6	O=C(O)c1cccc(CSc2nnc(-c3ccco3)o2)c1	9	0%	41%[activator]
7	O=C1Nc2ccccc2C(=O)N2CCCCC12 (configuration not stated)	-1	-5%	32%[activator]
8	COc1ccc(C2c3c(oc4ccccc4c3=O)C(=O)N2c2ccc(C)cn2)cc1OC (configuration not stated)	0	5%	?
9	CCc1nc2ccccc2n1CC(O)COCC1CC=CCC1 (configuration not stated)	-2	·	-12%
10	COc1ccc(S(=O)(=O)N2CCN(C(=O)N3CCOCC3)C2C)cc1 (configuration not stated)	5	3%	1%
11	O=C1CN(C(=O)COC(=O)/C=C/c2ccco2)c2ccccc2N1	11	?	9%
12	N#Cc1c2n(c3c(=O)n(Cc4ccc(Cl)cc4)cnc13)CCCC2	-3	13%	·
13	COc1ccc(OC)c(NC(=O)C2CCN(c3nc(C)cc(C)n3)CC2)c1	-2	-26%	-27%
14	C=CCn1c(COc2ccc(CC)cc2)nnc1SCC(=O)N(C)C1CCS(=O)(=O)C1 (configuration not stated)	-2	7%	?
15	COc1cccc(NC(=O)Nc2nc(SC(C)(C)C)ns2)c1	25*	13%	-91%

item	Pf growth 48h	FBPA Giardia inh	Shiga inhibitor
1	-15%	0%	108*
2	?	9%	24
3	-3%	-18%	10
4	-7%	4%	13
5	?	8%	5
6	·	12%	21
7	48%[activator]	-1%	-5
8	10%	-9%	-3
9	-19%	1%	10
10	27%	7%	7
11	?	-3%	4
12	-11%	5%	-20
13	59%[activator]	3%	3
14	-7%	-1%	-2
15	?	-1%	·

(continued)
item	structure	Cycloheximide cs	Sm TGR inh	Pf growth 96h
16	CC(NC(=O)c1ccco1)C(c1cccs1)N1CCOCC1 (configuration not stated)	-5	-32%	-27%
17	COc1ccc(CNC(=O)Cc2c(C(=O)O)[nH]c3ccccc23)cc1	-2	2%	24%
18	CCOC(=O)c1ccc(Oc2cc(C)nc(SC)n2)cc1	-1	-7%	·
19	O=C(O)CCC(=O)NNC(=O)c1ccc(-c2ccccc2)cc1	-7	-2%	?
20	COc1cc2c(cc1OC)CN(C(=O)COc1ccc(C#N)cc1)CC2	1	?	?
21	O=C1CC(c2ccc(Cl)cc2)c2c(O)cc(O)cc2O1 (configuration not stated)	-2	-23%	18%
22	CNC(=O)c1ccc(-c2ccc(Cl)c(Cl)c2)s1	42*	-3%	?
23	Cc1ccc(C(=O)NCC(=O)NC2CCCC2)cc1	3	15%	-21%
24	CCC(C)NC(=O)Cn1cnc2sc(C)c(S(=O)(=O)N3CCCCC3)c2c1=O (configuration not stated)	-2	0%	1%
25	O=C(c1ccccc1-c1ccccc1)N1CCOCC1	1	6%	31%
26	NC(=O)c1ccc(NC(=O)Nc2ccc3c(c2)OCO3)cc1	34*	-12%	26%
27	COC(=O)CC(c1ccccc1F)N1Cc2ccccc2C1=O (configuration not stated)	-6	10%	-16%
28	COc1cccc(C=NCCNC(=O)c2nonc2N)c1O	1	-12%	?
29	O=C(COC(=O)c1cc(Br)ccc1O)NC1CCCCCC1	·	2%	39%[activator]
30	COc1ccc(/C=C/C(=O)O/N=C(\N)c2ccccc2)cc1OC	36*	-4%	?

item	Pf growth 48h	FBPA Giardia inh	Shiga inhibitor
16	·	2%	-11
17	20%	16%	14
18	18%	2%	-2
19	14%	2%	-6
20	?	-17%	-4
21	9%	-3%	-3
22	?	2%	66*
23	10%	1%	17
24	1%	7%	-8
25	10%	-4%	29
26	53%[activator]	·	47*
27	-14%[0.00184 µM]	-1%	-6
28	-14%	-23%	8
29	11%	·	·
30	36%[activator]	2%	28*

Remaining list, next part
item	structure	Cycloheximide cs	Sm TGR inh	Pf growth 96h
31	Cc1cc(NC(=O)c2ccccc2)no1	51*	-17%	138%[activator]
32	O=C(CSc1n[nH]c(=O)n1-c1cccnc1)N1CCOCC1	20*	8%	43%[activator]
33	COc1ccc2c(c1OC)C(=O)NC(C)=C(C(=O)OC(C)(C)C)C2O (configuration not stated)	3	1%	·
34	CCCCOc1ccc(NC(=O)C2OC3OC(C)(C)OC3C3OC(C)(C)OC23)cc1 (configuration not stated)	-3	-7%	-4%
35	CCN(CC)C(=O)NC(c1ccc(C)c(F)c1)C(Cl)(Cl)Cl (configuration not stated)	-2	-10%	?
36	COc1ccc(CCN2C(=S)N(C)C(=O)C2CC(=O)Nc2ccc(F)cc2)cc1 (configuration not stated)	-2	29%	13µM*
37	CCOC(=O)c1ccc(NC(=O)c2nc(SC)ncc2Cl)cc1	6	0%	?
38	COc1ccc(C[C@H](C(=O)O)N2C(=O)c3ccc(C(=O)O)cc3C2=O)cc1	-3	-4%	-1%
39	COc1ccc(C2C(C(=O)N3CCOCC3)=C(C)NC3=C2C(=O)CC(C)(C)C3)cc1O (configuration not stated)	1	-24%	-8%
40	COc1ccc(CNC(=O)[C@H](C)NC(=O)C2CCN(C(=O)[C@H](CCSC)NC(=O)OC(C)(C)C)CC2)cc1	-1	1%	-12%
41	O=C(OCC(=O)N1CCc2ccccc21)c1cc(S(=O)(=O)N2CCOCC2)ccc1F	·	-14%	3%
42	Cc1cccc(NC(=O)C2CCCN2S(=O)(=O)c2cccc3cccnc23)c1 (configuration not stated)	6	-2%	?
43	CCOc1cc(NC(=O)C2CCCO2)c(OCC)cc1NC(=O)C1CC1 (configuration not stated)	4	16%	0%
44	COc1ccc(/C=C2\SC(=O)N(CCNC(=O)C3CSC4(C)CCC(=O)N34)C2=O)cc1 (configuration not stated)	·	-2%	?
45	C/C(=C\C(=O)c1ccccc1)Nc1ccc(Br)c(Cl)c1	23*	2%	66%[activator]

item	Pf growth 48h	FBPA Giardia inh	Shiga inhibitor
31	·	-4%	73*
32	20%	2%	4
33	-9%	-3%	-12
34	3%	3%	21
35	?	7%	-1
36	?	-7%	-9
37	-29%	5%	2
38	11%	8%	2
39	3%	-18%	2
40	-18%	12%	0
41	18%	·	·
42	·	2%	3
43	-23%	9%	-19
44	?	·	·
45	60%[activator]	·	98

(list continues)
item	structure	Cycloheximide cs	Sm TGR inh	Pf growth 96h
46	O=C(NCCCn1ccnc1)c1cc(-c2cccs2)on1	46*	-1%	5%
47	Cc1cc(/C=N/NC(=O)c2cccnc2)c(C)n1CC(C)C	42*	-22%	33%[5.75 µM]
48	O=C(Nc1cc(Cl)cc(Cl)c1)N1CCN(C(=O)C2CCCO2)CC1 (configuration not stated)	-2	3%	?
49	O=C(CN1C(=O)C2C3c4ccccc4C(c4ccccc43)C2C1=O)Nc1ccccc1C(=O)O (configuration not stated)	5	-5%	?
50	Cc1ccc(COC(=O)c2nn(C)c(=O)c3ccccc23)cc1	-1	-1%	32%[activator]
51	NS(=O)(=O)c1ccc(CCNC(=O)Cc2ccc(Cl)cc2)cc1	1	5%	0%
52	COc1ccc(C/C(C)=N/NC(=S)Nc2ccc(C(C)C)cc2)cc1	10	3%	23%
53	CCOC(=O)c1cc(-c2ccccc2C)n(Cc2cc(C)no2)n1	·	-26%	?
54	O=c1[nH]nc(CNc2ccc(OC(F)(F)F)cc2)c2ccccc12	21	6%	7%
55	COc1ccc(C2/C(=C(/O)c3ccc(Br)cc3)C(=O)C(=O)N2C)cc1 (configuration not stated)	-2	0%	0.93µM*
56	Cc1cc2nnc(SC3CCOC3=O)n2c2ccccc12 (configuration not stated)	-4	-3%	52%[activator]
57	CN(C)/C=C/C(=O)c1cc(F)cc(C(F)(F)F)c1	1	·	10%
58	C=C1C(=O)OC(CCCCCCCC)C1C(=O)O (configuration not stated)	-4	·	·
59	O=C(Cc1ccc(S(=O)(=O)N2CCCCC2)cc1)NCc1ccc(Cl)cc1	·	-13%	-47%
60	CC(c1ccccc1)C1C(C#N)=C(N)OC2=C1C(=O)CC(C)(C)C2 (configuration not stated)	-1	-26%	?

item	Pf growth 48h	FBPA Giardia inh	Shiga inhibitor
46	155%[activator]	3%	154*
47	58%[activator]	-6%	80*
48	-10%	·	-22
49	-26%	29%	12
50	18%	9%	-2
51	-3%	7%	·
52	8%	-12%	-7
53	-12%	·	·
54	-3%	-5%	28
55	0%	0%	6
56	13%	2%	-7
57	-1%	6%	-1
58	·	?	-9
59	?	·	·
60	-9%	1%	-10

Later entries
item	structure	Cycloheximide cs	Sm TGR inh	Pf growth 96h
61	Cc1ccc(N2CCN(C(=S)Nc3ccccc3)CC2)cc1	6	-8%	-3%
62	Cc1cc(OCC(=O)Nc2ccccc2N2CCCC2)ccc1C(C)C	·	-4%	?
63	COc1ccc(-c2n[nH]c(C)c2-c2ccccc2OC)c(O)c1	-4	14%	12µM*
64	CC1(C)CC(=O)C2=C(C1)N(c1ccccc1)C(=O)C2(O)C(F)(F)F (configuration not stated)	-2	0%	4%
65	CCOc1ccc2[nH]cc(C(=O)NCc3ccccc3)c(=O)c2c1	9	-35%	?
66	Cc1ccc(C(=O)OCC(=O)Nc2ccc(C(N)=O)cc2)s1	·	-15%	20%
67	O=S(=O)(NCc1cccc(C(F)(F)F)c1)NCc1ccccc1F	-4	-11%	-1%

item	Pf growth 48h	FBPA Giardia inh	Shiga inhibitor
61	13%	9%	-2
62	?	·	·
63	9.3µM*	-21%	13
64	-11%	7%	-8
65	9%	0%	-5
66	?	·	·
67	-11%	-13%	-12

Four structures already listed, ordered by SMILES length, highest first.
item	structure	Cycloheximide cs	Sm TGR inh	Pf growth 96h
64	CC1(C)CC(=O)C2=C(C1)N(c1ccccc1)C(=O)C2(O)C(F)(F)F (configuration not stated)	-2	0%	4%
65	CCOc1ccc2[nH]cc(C(=O)NCc3ccccc3)c(=O)c2c1	9	-35%	?
67	O=S(=O)(NCc1cccc(C(F)(F)F)c1)NCc1ccccc1F	-4	-11%	-1%
62	Cc1cc(OCC(=O)Nc2ccccc2N2CCCC2)ccc1C(C)C	·	-4%	?

item	Pf growth 48h	FBPA Giardia inh	Shiga inhibitor
64	-11%	7%	-8
65	9%	0%	-5
67	-11%	-13%	-12
62	?	·	·

Reformatted: entries from further up
64: CC1(C)CC(=O)C2=C(C1)N(c1ccccc1)C(=O)C2(O)C(F)(F)F (configuration not stated)
66: Cc1ccc(C(=O)OCC(=O)Nc2ccc(C(N)=O)cc2)s1
assay / entry,64,66
Cycloheximide cs,-2,·
Sm TGR inh,0%,-15%
Pf growth 96h,4%,20%
Pf growth 48h,-11%,?
FBPA Giardia inh,7%,·
Shiga inhibitor,-8,·

Source: PubChem BioAssay (National Center for Advancing Translational Sciences (NCATS))

Compounds as they come. Share with any hit: about 24%.
